Assay outcomes as filed in PubChem BioAssay.
TNF death inh: blocks TNF-alpha induced death of Jurkat FADD-/- cells; activation (protection from cell death), % at 10 µM; Jurkat FADD-/- TNF necroptosis rescue, ATP luminescence, 24 h; 0 = TNF only, 100 = no-TNF cells; hit rate 0.068% among 220,000;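 active means activation, meaning protection from cell death, of at least 50% relative to plate controls; inactive means activation below 50%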;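 further: necroptosis triggered by 40 ng/mL TNF-alpha added together with compound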
PPC-1+TRAIL kill: PPC-1 cancer cell killing with TRAIL present | PPC-1 cells + TRAIL, ATPLite viability luminescence | cell killing (% activity), % at 4 µM | hit rate 0.41% among 220,000 | AID 1443;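 active means cell killing above 50% in the first pass at 4 µM, then a duplicate retest at 5 µM averaging 50% or more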;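 further: plate controls were cells with TRAIL plus DMSO for no effect and medium-only wells lacking cells for full effect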
RBBP9 inh: human RBBP9 hydrolase inhibition | O75884 | recombinant RBBP9, FP-Rh probe fluorescence polarization | inhibition, % at 7.94 µM | hit rate 0.2% among 220,000 | AID 1515;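 active means inhibition above the campaign mean of all tested compounds plus 3 SD, cut at about 14% in these data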;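 further: plate controls were DMSO wells with RBBP9 for no effect and wells lacking RBBP9 protein for full effect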
Target sequence (O75884 whole entry, looked up): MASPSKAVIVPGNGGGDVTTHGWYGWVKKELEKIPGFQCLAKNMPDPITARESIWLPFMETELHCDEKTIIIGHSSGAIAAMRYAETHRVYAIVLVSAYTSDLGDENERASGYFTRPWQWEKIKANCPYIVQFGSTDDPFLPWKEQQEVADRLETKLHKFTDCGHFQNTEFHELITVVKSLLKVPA
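Material: RBBP9 protein. Amount: RBBP9 at 2.5 µM in dispensed solution, before mixing. Schedule: 30 min then 45 min, 25 °C. Medium: Tris buffer pH 8.0, NaCl, Pluronic. Measured by: fluorescence polarization. Measure: percent inhibition from mP, scaled between DMSO and no-protein wells. Replication: one well per compound.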
Ba/F3 V617F tox: lowers viability of Ba/F3 cells expressing EpoR and JAK2V617F; ATP luminescence; inhibition, % at 5.6 µM; hit rate 1.1% among 220,000; AID 1446;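 active means inhibition above the campaign mean plus 3 SD over all tested compounds, cut at about 24% in these data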;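 further: cytokine-independent growth of Ba/F3 cells driven by EpoR plus mutant JAK2; 0% = DMSO-treated cells and 100% = JAK inhibitor I control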
zfTRPN1 agonist: zebrafish TRPN1 (NompC) channel agonism; HEK293 zebrafish TRPN1-YFP, Fluo-8 calcium fluorescence; 100% = response to 87 µM carbachol; AID 1424; activation, % at 3 µM; hit rate 0.18% among 220,000;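 active means activation above its plate's cutoff, the mean activation of test wells on that plate plus 3 SD, cut at about 19% in these data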;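 further: 0% = DMSO alone and 100% = 87 µM carbachol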
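Control set: carbachol 87 µM as high control, DMSO as low control; system: HEK293 stable line with zebrafish TRPN1-YFP; read-out: % activation versus carbachol response; detection: intracellular calcium fluorescence with Fluo-8; doses: single test compound dose, 3 µM nominal, 0.3% DMSO; schedule: dye 1 h 37 °C plus 30 min RT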
CHOP inhibitor: blocks CHOP induction under ER stress | CHO-K1 CHOP-promoter luciferase, tunicamycin-induced, 15-18 h | inhibition, % at 10 µM | hit rate 3.8% among 220,000 | AID 2732;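 active means compounds that reduced the stress-induced luciferase reporter signal by more than about 70% of percent inhibition, limit read from the data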;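 further: 0% = tunicamycin plus vehicle and 100% = wells without tunicamycin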
Wee1 degr inh: human Wee1 degradation inhibition, primary screen; HeLa Luc-Wee1K328M stability, luciferase luminescence; 100% = proteasome inhibitor MG132 effect; reporter increase, % at 5 µM; hit rate 1.2% among 220,000; AID 1321;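 active means activation above the mean of all tested compounds plus 3 SD, set per screening run, cut at about 8.8% in these data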;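 further: cells exposed to compound for 20 h before luminescence read; 0% = DMSO alone and 100% = MG132 at 30 µM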
Target sequence (P30291 whole entry K328M): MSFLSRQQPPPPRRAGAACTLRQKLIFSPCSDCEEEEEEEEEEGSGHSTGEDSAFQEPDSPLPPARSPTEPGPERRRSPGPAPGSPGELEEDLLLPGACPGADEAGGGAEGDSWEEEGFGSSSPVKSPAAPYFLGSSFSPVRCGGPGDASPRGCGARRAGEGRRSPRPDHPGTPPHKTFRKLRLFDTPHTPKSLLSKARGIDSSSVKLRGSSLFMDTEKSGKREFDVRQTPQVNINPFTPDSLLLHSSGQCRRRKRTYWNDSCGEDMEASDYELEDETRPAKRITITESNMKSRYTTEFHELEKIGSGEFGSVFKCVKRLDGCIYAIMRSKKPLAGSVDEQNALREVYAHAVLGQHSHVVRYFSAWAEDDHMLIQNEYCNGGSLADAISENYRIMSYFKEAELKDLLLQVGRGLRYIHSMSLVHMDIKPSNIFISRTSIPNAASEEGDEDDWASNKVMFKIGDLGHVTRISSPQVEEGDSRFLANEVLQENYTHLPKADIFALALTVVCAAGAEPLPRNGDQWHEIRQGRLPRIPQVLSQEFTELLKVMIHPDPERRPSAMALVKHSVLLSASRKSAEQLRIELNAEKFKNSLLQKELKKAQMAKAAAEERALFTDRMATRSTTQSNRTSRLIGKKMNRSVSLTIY
TRPML3 ag: human mucolipin-3 channel agonism. hit rate 0.29% among 220,000. HEK293 TRPML3-YFP, Fluo-8 calcium fluorescence; 100% = the carbachol control signal. activation, % at 3 µM. Q8TDD5;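 active means activation above its plate's cutoff, the mean activation of the plate's test wells plus 3 SD, cut at about 12% in these data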;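 further: 0% = DMSO only wells and 100% = carbachol wells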
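system = HEK293 cells stably carrying human TRPML3-YFP | doses = one concentration, 3 µM nominal, 0.3% DMSO | timing = dye loading 1 h 37 °C then 30 min ambient, 125 s read | detection = Fluo-8 calcium dye fluorescence, ex 470-495, em 515-575 nm | benchmarks = high control carbachol 87 µM, low control DMSO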
BaF3 tox: reduces parental Ba/F3 cell viability, JAK2V617F counter-screen. hit rate 1.1% among 220,000. CellTiter-Glo ATP luminescence. inhibition, % at 5.6 µM;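 active means inhibition above a per-campaign cutoff, the mean inhibition of all tested compounds plus 3 SD, cut at about 27% in these data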;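 further: 0% = DMSO wells and 100% = JAK Inhibitor I control wells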
* = called active by the depositor.

SMILES	TNF death inh	PPC-1+TRAIL kill	RBBP9 inh	Ba/F3 V617F tox	zfTRPN1 agonist	CHOP inhibitor	Wee1 degr inh	TRPML3 ag	BaF3 tox
COc1ccc(NC(=O)c2cccc(OC(=S)N3CCOCC3)c2)cc1	0.7	-6.1	-3.0	-1.6	3.2	-8.2	-0.9	0.7	-2.8
O=C(Nc1ccncc1)c1ccc(-c2ccccc2)cc1	-6.5	4.5	-6.5	4.1	6.5	32.0	2.4	4.3	32.1*
NS(=O)(=O)c1cccc(NC(=O)CSc2nc3ccccc3[nH]2)c1	0.9	6.6	-8.6	-1.7	-0.3	9.7	-1.4	0.7	-2.9
Cc1nn(S(=O)(=O)N(C)C)c(C)c1CN1C(=O)c2ccccc2C1=O	-0.4	2.3	-0.7	-1.2	0.7	2.0	-1.6	0.6	5.2
CCC(C)NCCCOc1ccc([N+](=O)[O-])cc1 (centres undefined)	2.9	15.1	1.6	-4.1	1.1	-10.5	-2.3	-0.1	-1.1
C=CCn1c(SCc2csc(C)n2)nc2sc3c(c2c1=O)CCCC3	0.4	1.3	-0.1	-2.1	0.5	58.5	-0.2	1.0	6.1
O=C(COc1c(Br)cc(Br)c2cccnc12)N1CCCCC1	-0.9	7.4	-9.8	-0.2	-2.1	25.9	-0.6	0.5	3.2
Cc1ccccc1NC(=O)C(C)n1c2ccccc2c2nc(=O)cc(C)n21 (centres undefined)	5.4	-20.7	-6.8	-0.5	2.2	15.9	3.5	-0.1	1.8
CCCN(CC1CC1)C(=S)Nc1ccc(Oc2ccccc2)cc1	1.4	11.2	-5.0	-3.1	-0.5	28.8	-1.8	1.0	2.3
Cc1nc(C(F)(F)F)c(C(=O)NC(=O)Nc2ccc(OC(F)(F)F)cc2)s1	-1.9	5.5	-4.2	2.4	1.0	68.5	0.0	0.6	0.2
Cc1ccccc1OCCNC(=O)/C=C/c1ccccc1	1.3	21.2	-5.1	-0.4	-1.7	6.2	-0.9	-0.2	4.1
CCC1S/C(=N/C(=O)NC2CCCCC2)NC1=O (centres undefined)	0.6	31.1	-0.4	-4.4	0.9	-8.1	-1.1	0.3	-1.5
O=C(Nc1ccc(-c2nc3c(ccc4ccccc43)o2)cc1)c1ccco1	-2.3	23.8	-15.9	-1.8	-0.9	79.4*	-0.6	0.8	1.7
CCN1CCN(CCCNC(=O)C2c3ccccc3C(=O)N(C)C2c2ccc(OC)cc2)CC1 (centres undefined)	-3.0	21.1	3.4	0.5	0.8	-2.6	1.6	0.5	5.5
COc1cc2nc(C3CCC3)n(NC(=O)C3CCC(OC)CC3)c(=O)c2cc1OC (centres undefined)	4.3	-1.5	-6.6	-2.5	-0.4	-56.7	-1.2	-0.2	-0.4
CCN(c1ccccc1)S(=O)(=O)c1cc(C(=O)Nc2cccc(Cl)c2)ccc1F	7.1	-4.2	-58.9	-3.5	0.1	12.5	-0.7	-0.6	1.7
COC(=O)Cn1c(C)nc([N+](=O)[O-])c1Br	-2.9	9.1	-4.3	-1.1	0.3	4.5	4.8	0.9	4.5
COc1ccccc1NC(=S)NNC(=O)c1nn(C)c(C)c1Br	-0.1	22.4	-7.8	2.7	1.5	21.2	1.3	0.6	4.0
Cc1ccc(CNC(=O)C(=O)NCCC2=CCCCC2)cc1	4.0	11.1	-3.8	1.2	1.4	22.2	-0.4	0.4	10.7
CCOC(=O)c1cnn2cc(-c3[nH]ncc3[N+](=O)[O-])cnc12	1.0	13.3	-9.0	-3.7	0.0	-26.3	3.3	0.4	2.7

Entries of single compounds from above. Order of screens: TNF death inh	PPC-1+TRAIL kill	RBBP9 inh	Ba/F3 V617F tox	zfTRPN1 agonist	CHOP inhibitor	Wee1 degr inh	TRPML3 ag	BaF3 tox
Listed for `C=CCn1c(SCc2csc(C)n2)nc2sc3c(c2c1=O)CCCC3` = 0.4	1.3	-0.1	-2.1	0.5	58.5	-0.2	1.0	6.1
Listed for `Cc1nn(S(=O)(=O)N(C)C)c(C)c1CN1C(=O)c2ccccc2C1=O` = -0.4	2.3	-0.7	-1.2	0.7	2.0	-1.6	0.6	5.2
Listed for `CCC1S/C(=N/C(=O)NC2CCCCC2)NC1=O` (centres undefined) = 0.6	31.1	-0.4	-4.4	0.9	-8.1	-1.1	0.3	-1.5

(next part)
SMILES	TNF death inh	PPC-1+TRAIL kill	RBBP9 inh	Ba/F3 V617F tox	zfTRPN1 agonist	CHOP inhibitor	Wee1 degr inh	TRPML3 ag	BaF3 tox
COc1ccc(CN2CCn3nc(C(=O)NC4CC4)cc3C2=O)cc1	-0.4	7.8	-1.6	2.9	0.7	-13.5	-1.8	0.6	5.2
O=C(OCCN1C(=O)c2ccccc2C1=O)c1cc(S(=O)(=O)N2CCOCC2)ccc1Cl	-0.9	0.8	5.4	-2.6	0.3	-21.0	-0.8	-0.5	1.4
O=C(NCCC1=CCCCC1)c1ccc(=O)oc1	2.6	-4.9	-3.7	1.2	0.1	4.3	0.3	-0.1	3.7
O=C(NC(=S)Nc1ccc(N2CCOCC2)c(Cl)c1)c1cccs1	3.5	1.3	3.1	-2.9	2.0	5.8	2.2	0.9	0.2
COc1cc([N+](=O)[O-])ccc1NC(=S)NC(=O)CC(C)(C)C	3.7	-0.7	-4.9	-1.7	1.1	24.0	3.4	0.4	-0.2
CC(=O)c1c(C(C)=O)c(C)n(-c2nc(-c3cccs3)c(C)s2)c1C	0.1	-1.7	-6.4	-0.1	-0.5	24.0	-2.8	-0.7	-1.9
COC(=O)Nc1cc(C(F)(F)F)ccc1N1CCN(c2ccccc2)CC1	-0.7	18.8	1.6	-4.2	-0.3	35.9	1.4	0.3	1.6
COc1cc2c(cc1OC)C1(C)N(CC2)C(C(C)=O)=NN1c1ccc(Cl)cc1 (centres undefined)	1.5	24.4	12.9	-4.5	-2.1	11.7	-0.2	0.5	2.3
Cc1cccn2c(CNC3CCCc4ccccc43)c(C(=O)N3CCOCC3)nc12 (centres undefined)	-0.7	-14.3	-2.4	-0.1	-0.5	2.9	1.0	0.3	-3.7
COc1cccc(-n2nnc(S(=O)(=O)c3ccc(C)cc3)c2N)c1	0.4	26.7	-9.3	-0.7	5.6	7.6	3.6	2.1	3.4
C=C(C)CCOC(=O)C(CC(=O)O)NCc1ccco1 (centres undefined)	1.9	20.6	-9.7	-0.3	1.1	-1.1	4.3	0.7	1.1
CCN(CC)CCOC(=O)C1(c2ccc(OC)c(OC)c2)CCCC1	-0.6	19.4	-12.0	1.1	-0.9	25.9	0.0	0.6	4.2
CN(C)CCN1C(=O)c2oc3ccccc3c(=O)c2C1c1cccc(Br)c1 (centres undefined)	-0.2	4.8	-0.5	0.4	1.8	-3.0	-0.8	0.1	2.4
Cc1ccc(NC(=S)Nc2ccc3[nH]c(=O)[nH]c3c2)cc1	-3.0	13.3	-8.9	-2.8	2.7	10.1	-0.3	1.1	0.7
COc1cc(S(=O)(=O)N2CCOCC2)ccc1NC(=O)COC(=O)c1ccccn1	0.4	13.2	-0.7	-3.0	3.3	3.7	2.6	0.8	3.5
CC(C)OC(=O)c1nn2c(C(F)(F)F)cc(-c3ccco3)nc2c1Cl	-0.9	14.8	-5.7	-3.0	0.8	22.5	-0.5	0.5	2.2
CCOC(=O)N1CCN(S(=O)(=O)c2c(C)nn(C)c2C)CC1	-0.4	5.4	-0.1	-4.2	0.6	13.2	-0.6	-0.3	0.3
COc1ccc(C2C3=C(CCCC3=O)Nc3nc(-c4cc(OC)c(OC)c(OC)c4)nn32)cc1OC (centres undefined)	-2.5	10.3	-9.7	-0.1	1.4	-15.9	1.7	0.6	93.0*
CCOc1cc(N2CCOCC2)c(OCC)cc1NC(=O)CSc1ncn[nH]1	0.9	4.5	0.5	-0.5	-0.5	-22.5	-4.1	-0.1	-2.4
COc1cc(C(=O)NCCC(=O)NCCCN2CCCCC2)cc(OC)c1OC	1.1	10.4	1.0	-4.1	2.4	-2.8	-0.8	0.3	1.3
Brc1ccccc1-c1cnco1	-0.9	9.7	-5.5	2.7	2.0	-10.7	-0.9	0.6	7.6
CC1(C)COC2(OC1)C(=O)Nc1ccccc12	-0.6	10.6	-7.7	-4.1	1.9	-4.7	8.0	0.8	1.8
O=c1cc(N2CCCC2)c2ccccc2o1	-0.6	1.5	-4.3	-4.5	1.3	-9.0	3.6	-0.5	5.0
O=C(Nc1cc(Sc2nc3ccccc3s2)cc([N+](=O)[O-])c1)c1ccccc1	2.6	-5.0	-9.7	-5.0	-1.1	50.6	3.6	0.1	-0.1
COC(=O)CNC(=O)Cc1c(F)cccc1Cl	6.0	6.3	-0.3	-0.3	2.7	8.1	3.6	0.6	-0.5
COCCNC(=O)/C(C#N)=C/c1cc(C)n(-c2ccc(C)cc2)c1C	-0.7	47.9	-3.2	-2.1	-0.7	-5.5	-1.4	0.1	3.6

Some of the entries above, reformatted.
Each structure is followed by: TNF death inh	PPC-1+TRAIL kill	RBBP9 inh	Ba/F3 V617F tox	zfTRPN1 agonist	CHOP inhibitor	Wee1 degr inh	TRPML3 ag	BaF3 tox
CC1(C)COC2(OC1)C(=O)Nc1ccccc12
  -0.6	10.6	-7.7	-4.1	1.9	-4.7	8.0	0.8	1.8
O=c1cc(N2CCCC2)c2ccccc2o1
  -0.6	1.5	-4.3	-4.5	1.3	-9.0	3.6	-0.5	5.0
O=C(Nc1cc(Sc2nc3ccccc3s2)cc([N+](=O)[O-])c1)c1ccccc1
  2.6	-5.0	-9.7	-5.0	-1.1	50.6	3.6	0.1	-0.1
COC(=O)CNC(=O)Cc1c(F)cccc1Cl
  6.0	6.3	-0.3	-0.3	2.7	8.1	3.6	0.6	-0.5
COCCNC(=O)/C(C#N)=C/c1cc(C)n(-c2ccc(C)cc2)c1C
  -0.7	47.9	-3.2	-2.1	-0.7	-5.5	-1.4	0.1	3.6
